Apaf1 inhib: inhibitors of human Apaf-1 apoptosome | AID 489030 | reconstituted apoptosome caspase-3 activity, DEVD-Rh110 fluorescence | O14727 | actives 0.71% (n = 330,000) | inhibition, % at 20 µM; active = inhibition of at least 40% at 20 µM;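 also: plate controls were DMSO wells for no effect and DEVD-CHO caspase inhibitor wells for full effect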
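Material: reconstituted apoptosome with Apaf-1, cytochrome c, caspase-9, procaspase-3, dATP; medium: pH 7.5 Hepes buffer with CHAPS, BSA, DTT; also added: cytochrome c and DEVD-Rh110 substrate; timing: 30 min plus 50 min, RT; signal: Rh110 fluorescence intensity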
SENP6 block: SENP6 protease inhibition. actives 1.8% (n = 330,000). AID 2599. inhibition, % at 10 µM. Q9GZR1. Recombinant SENP6 catalytic domain, aminoluciferin luminescence;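 active = inhibition above about 50% at the single tested dose, limit read from the data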;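 also: plate controls were DMSO wells with enzyme for no effect and DMSO wells lacking enzyme for full effect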
SENP8 block-1: SENP8 (human) protease inhibition. AID 602440. recombinant SENP8, Nedd8 substrate fluorescence. actives 0.64% (n = 360,000). Q96LD8. inhibition, % at 20 µM; in the data active = inhibition mostly above about 40%, no sharp cut-off; inactive = mostly below about 27%
Target sequence (Q96LD8 whole entry, looked up): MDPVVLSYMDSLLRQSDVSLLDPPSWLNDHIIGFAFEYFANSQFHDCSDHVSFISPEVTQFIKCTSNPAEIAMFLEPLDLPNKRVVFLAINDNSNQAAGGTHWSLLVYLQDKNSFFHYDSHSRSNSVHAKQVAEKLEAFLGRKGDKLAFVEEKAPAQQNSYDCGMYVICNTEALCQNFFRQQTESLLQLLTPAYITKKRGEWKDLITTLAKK
SENP7 block: SENP7 protease inhibition; actives 1.5% (n = 330,000); inhibition, % at 5 µM; AID 434973; Q9BQF6; recombinant SENP7, Z-RLRGG-aminoluciferin luminescence, 40 min;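 active = inhibition above about 50% at the single test dose, limit read from the data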;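 also: plate controls were DMSO with enzyme for no effect and no enzyme buffer wells for full effect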
Target sequence (Q9BQF6 706-1050 limits assumed): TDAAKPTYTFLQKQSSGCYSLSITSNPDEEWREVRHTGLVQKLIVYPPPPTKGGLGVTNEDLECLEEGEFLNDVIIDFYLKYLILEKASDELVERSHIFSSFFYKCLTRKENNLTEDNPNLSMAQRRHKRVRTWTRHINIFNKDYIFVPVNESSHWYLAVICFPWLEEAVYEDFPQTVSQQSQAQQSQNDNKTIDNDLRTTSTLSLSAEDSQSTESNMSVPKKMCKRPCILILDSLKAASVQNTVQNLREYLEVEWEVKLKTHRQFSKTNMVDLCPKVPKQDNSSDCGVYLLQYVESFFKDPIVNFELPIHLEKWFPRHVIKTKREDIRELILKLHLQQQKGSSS
HKDC1 inh: HKDC1 (human) hexokinase inhibition; Q2TB90; recombinant HKDC1, G6PDH/diaphorase resazurin coupled fluorescence; inhibition, % at 20 µM; actives 0.16% (n = 340,000);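 active = inhibition above about 35% when tested at 20 µM, limit read from the data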;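 also: plate controls were DMSO wells with enzyme for no effect and DMSO wells lacking enzyme for full effect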
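Test system: recombinant HKDC1 (HK5) hexokinase enzyme, produced in-house; Amount: enzyme 5 µg/mL final; Buffer or medium: Tris pH 8.0 buffer with MgCl2, Tween-20, BSA, BME; Reagent: glucose and ATP substrates; Doses: 20 µM test compound, 1% DMSO; Incubation: 90 min reaction incubation at room temperature, dark; Detection: resorufin fluorescence at 613 nm.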
SENP8 block-2: inhibitors of human SENP8 protease; inhibition, % at 10 µM; AID 2540; actives 1.2% (n = 330,000); Q96LD8; purified SENP8, Z-RLRGG-aminoluciferin cleavage, luminescence; in the data active = inhibition above about 50%
NLRP3 yeast inh: NALP3 inhibition in yeast. actives 0.39% (n = 330,000). Yeast reconstituted NLRP3/ASC/caspase-1, beta-gal luminescence, 24 h. inhibition, % at 10 µM;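 active = inhibition of 50% or more; inactive = inhibition below 50%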;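 also: plate controls were induced DMSO wells for no effect and uninduced yeast grown without galactose for full effect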
PfGluPho inh: PfG6PD (Plasmodium falciparum) enzyme inhibition; PfGluPho enzyme, NADPH resazurin-diaphorase fluorescence; inhibition, % at 20 µM; actives 0.78% (n = 350,000); AID 504690;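 active = inhibition reaching at least a set limit at 20 µM in the primary screen, cut at about 59% in these data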;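 also: 0% = DMSO wells with substrate and 100% = DMSO wells lacking glucose-6-phosphate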
SENP1 FRET inh: SENP1 (human) catalytic domain inhibition; actives 0.21% (n = 360,000); inhibition, % at 10 µM; Q9P0U3; recombinant SENP1 catalytic domain, CyPet-SUMO1-YPet FRET cleavage;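 active = inhibition at least 30% at 10 µM, raw YFP signal under a set limit, fluorescence ratio 0.5 to 1.5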;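 also: 0% = enzyme with DMSO and 100% = no enzyme wells; some results filed as inactive read as strong as hits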
Target sequence (Q9P0U3 419-644 limits assumed): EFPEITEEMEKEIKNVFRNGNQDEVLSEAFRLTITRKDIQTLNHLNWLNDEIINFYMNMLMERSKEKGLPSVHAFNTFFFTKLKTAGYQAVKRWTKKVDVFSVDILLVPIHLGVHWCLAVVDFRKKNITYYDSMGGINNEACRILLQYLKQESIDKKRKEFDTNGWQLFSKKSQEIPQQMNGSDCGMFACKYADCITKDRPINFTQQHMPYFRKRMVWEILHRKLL
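Test system: human SENP1 catalytic domain; medium: Tris pH 8 buffer plus EDTA, NaCl, BME, BSA, NP40, catalase; incubation: 50 min reaction at room temperature; technique: FRET, CFP and YFP emission; controls: no-enzyme low control and enzyme-plus-DMSO high control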
Starred values were filed as active, the others as inactive; . = no result given.

SMILES	Apaf1 inhib	SENP6 block	SENP8 block-1	SENP7 block	HKDC1 inh	SENP8 block-2	NLRP3 yeast inh	PfGluPho inh	SENP1 FRET inh
O=C(COC(=O)c1ccc(F)c(S(=O)(=O)N2CCOCC2)c1)NCCc1ccc(F)cc1	6	13	10	11	-4	2	5	-3	2
NS(=O)(=O)c1ccc(CCNC(=O)c2ccc3nccnc3c2)cc1	-32	-5	-162	-7	14	2	7	4	-62
CCCCn1c(N)c(N(C(=O)CSc2nnnn2-c2ccccc2)C2CCCC2)c(=O)[nH]c1=O	3	-4	2	3	-7	-4	26	-3	-1
O=C1C(c2ccc(F)cc2)N(Cc2ccc3c(c2)OCO3)C(=O)CN1C1CCCCC1 (stereo unspecified)	3	-11	11	-9	-8	-16	5	1	3
O=c1c2ccccc2[nH]c2ccccc12	-5	-6	-213	6	-4	-13	35	4	-136
COc1ccc(OC)c(C(C)NC(=O)c2ccc(Br)cc2)c1 (stereo unspecified)	-6	8	-2	-3	-7	-3	29	-4	0
COc1ccccc1OCCn1c(SCC(=O)O)nc2ccccc21	-3	6	16	6	0	1	16	-1	2
CCCCCCSc1ccc([C@@H]2[C@@H]3C(=O)N(CC)C(=O)[C@@H]3[C@]3(C(=O)OC)CCCCN23)cc1OC	25	-3	-147	6	5	-1	11	41	-3
CC(C)(C)SCCNC(=O)COc1ccccc1	0	-14	15	-2	-6	5	16	-5	2
CC12CCC(=O)N1C(C(=O)Nc1ccc(Cl)c(S(=O)(=O)N3CCCCC3)c1)CS2 (stereo unspecified)	13	-2	14	-5	-2	1	27	14	-1
O=C(O)CSc1nnc(C2CC2)n1-c1ccccc1	-4	-13	20	1	-4	5	-6	11	-1
Cc1nnc(SCC(=O)Nc2ccc(N3CCOCC3)cc2)n1Cc1ccccc1	-3	-4	5	5	-4	-4	23	6	3

Compounds shown so far that contain a COOH group:
SMILES	Apaf1 inhib	SENP6 block	SENP8 block-1	SENP7 block	HKDC1 inh	SENP8 block-2	NLRP3 yeast inh	PfGluPho inh	SENP1 FRET inh
COc1ccccc1OCCn1c(SCC(=O)O)nc2ccccc21	-3	6	16	6	0	1	16	-1	2
O=C(O)CSc1nnc(C2CC2)n1-c1ccccc1	-4	-13	20	1	-4	5	-6	11	-1

(further entries)
SMILES	Apaf1 inhib	SENP6 block	SENP8 block-1	SENP7 block	HKDC1 inh	SENP8 block-2	NLRP3 yeast inh	PfGluPho inh	SENP1 FRET inh
COc1ccc2nc(Nc3nc(CSc4ccc(C)cc4)cc(=O)[nH]3)nc(C)c2c1	21	-9	11	3	-9	-1	6	7	2
Cc1ccc2nc(SCC(=O)N3CCCc4ccccc43)nc(=O)n2c1	.	.	18	.	-6	.	.	-4	2
Cc1sc2nc(C(C)C)nc(SCC(=O)NC3CC3)c2c1C	4	1	11	3	-4	3	17	-12	3
C[C@H]1CN([C@@H](C)CO)C(=O)c2cccc(NC(=O)c3ccc(-c4nccs4)cc3)c2O[C@@H]1CN(C)C(=O)Nc1cccc2ccccc12	14	8	-382	12	24	5	13	20	0
OCCCNCc1ccc(Cl)cc1Cl	-5	-26	16	-6	-15	-5	9	8	0
COc1cc(CNC2CCCC2)cc(Cl)c1OCc1ccc(F)cc1	-2	19	17	11	-10	-4	19	-21	-2
NC(=O)C1CCN(CC(=O)N2N=CCC2c2ccccc2)CC1 (stereo unspecified)	-8	5	2	-1	-9	1	3	16	1
CN(C)c1ccc(C(=O)NCC(c2cccs2)N2CCOCC2)cc1[N+](=O)[O-] (stereo unspecified)	14	18	11	-1	-7	4	10	4	0
O=C(CSc1nnc(-c2ccncc2)o1)Nc1ccccc1C(F)(F)F	10	-13	12	-2	3	0	6	-17	2
CC1CCCCN1C(=O)COc1ccccc1F (stereo unspecified)	6	-7	14	-2	9	-9	8	-2	-2
O=C(Nc1ccc(Cl)cc1)OCc1cc(-c2ccccc2Cl)on1	7	-24	31	-3	-5	-9	-6	10	-1
C=CCNC(=O)C1CCN(S(C)(=O)=O)CC1	-6	-1	12	3	-6	3	1	-2	-1
CCN1CCN(C(=O)c2ccccc2N(Cc2ccccc2)S(=O)(=O)c2ccc(C)cc2)CC1	-1	9	10	-4	-5	-3	9	16	1
CCOC(=O)NCCc1ccc(OC)cc1	-3	-25	32	-3	-2	1	10	-4	-1
COCCCNC(=O)CSC1=Nc2ccccc2C2=NC(c3ccccc3)C(=O)N12 (stereo unspecified)	9	8	-388	7	-10	-3	7	7	-5
O=[N+]([O-])c1ccccc1S(=O)(=O)Oc1ccc(C(=S)N2CCOCC2)cc1	0	11	16	2	-5	6	1	29	2
Cc1cc(C)c2sc(NC(=O)c3ccc([N+](=O)[O-])o3)nc2c1	15	23	-18	7	9	2	9	31	-2
CCOC(=O)C(C)Sc1nc(-c2cccs2)ccc1C#N (stereo unspecified)	-5	-11	-286	-1	-1	9	15	78*	-19
CN(C)c1cccc(C(=O)OCC(=O)Nc2ccccc2Cl)c1	1	-3	-347	-7	-6	-8	-7	2	0
O=c1[nH]cnc2scc(-c3cccs3)c12	-3	-9	9	5	-2	-1	2	7	-6
COc1cc(OC)cc(C(=O)N2CCC(N3CCN(c4ccccc4)CC3)CC2)c1	5	10	29	6	-3	0	-58	-4	1
CC1=C(C(=O)Nc2ccccc2)C(c2ccccn2)n2ncnc2N1 (stereo unspecified)	2	-5	8	-2	-6	6	6	-7	5
COc1ccc(C(=O)n2nc(-c3ccc(Cl)cc3)nc2N)cc1OC	0	-12	4	-6	-2	-8	-19	-29	1
COc1ccc(/C=C(\NC(=O)c2cccs2)C(=O)N2CCOCC2)cc1OC	3	-10	14	4	-18	-3	-6	5	-3
Cc1ccc(O)c(NC(=S)NC(=O)/C=C/c2ccccc2)c1	2	9	15	-4	-3	-1	18	8	1
Cc1ccc(/C=N/n2c(-c3ccncc3)n[nH]c2=S)s1	3	2	10	-12	-4	-9	19	31	-1
Cc1ccc(S(=O)(=O)c2nnn3c2nc(Nc2cccc(C)c2)c2ccccc23)cc1	10	3	-415	2	7	7	8	-23	-17
Brc1cc2c(cc1CN1CCc3ccccc3C1)OCO2	8	8	14	-4	1	1	-18	6	1
O=C(CN1N=C(c2ccccc2)CCC1=O)NCCN1CCc2ccccc2C1	1	0	34	4	-10	-2	10	2	-2
CCOC(=O)C1CCCN(C(=O)CN2C(=O)NC(C)(c3ccc4ccccc4c3)C2=O)C1 (stereo unspecified)	8	5	6	-7	-4	1	9	-6	0
Nc1ncnc2oc(-c3ccco3)c(-c3ccco3)c12	1	-89	-275	-8	18	4	17	33	-7
COC(=O)c1cc(OC)c(OC)cc1NC(=O)CSc1nnc(-c2cccnc2)n1C	1	-9	0	-5	-5	-9	5	3	0
O=C(COc1ccccc1C(=O)Nc1ccccc1)c1ccc(F)cc1	4	5	15	-4	0	8	5	6	0
CC(C)Oc1ccc(CNC(=O)C2CCCN(S(=O)(=O)N3CCOCC3)C2)cc1 (stereo unspecified)	-5	9	9	0	1	-1	14	-9	0
CCC(C(=O)N1CCN(c2cccc(Cl)c2)CC1)c1ccccc1 (stereo unspecified)	24	0	34	-3	4	5	20	5	0
C/C(CC(=O)Nc1ccc(C)c(Cl)c1)=N\NC(=O)C1CCCCC1	5	-4	8	3	0	-2	14	-4	2

Among those listed so far, 10 have an aryl methoxy group.
SMILES	Apaf1 inhib	SENP6 block	SENP8 block-1	SENP7 block	HKDC1 inh	SENP8 block-2	NLRP3 yeast inh	PfGluPho inh	SENP1 FRET inh
COc1ccc(OC)c(C(C)NC(=O)c2ccc(Br)cc2)c1 (stereo unspecified)	-6	8	-2	-3	-7	-3	29	-4	0
COc1ccccc1OCCn1c(SCC(=O)O)nc2ccccc21	-3	6	16	6	0	1	16	-1	2
CCCCCCSc1ccc([C@@H]2[C@@H]3C(=O)N(CC)C(=O)[C@@H]3[C@]3(C(=O)OC)CCCCN23)cc1OC	25	-3	-147	6	5	-1	11	41	-3
COc1ccc2nc(Nc3nc(CSc4ccc(C)cc4)cc(=O)[nH]3)nc(C)c2c1	21	-9	11	3	-9	-1	6	7	2
COc1cc(CNC2CCCC2)cc(Cl)c1OCc1ccc(F)cc1	-2	19	17	11	-10	-4	19	-21	-2
CCOC(=O)NCCc1ccc(OC)cc1	-3	-25	32	-3	-2	1	10	-4	-1
COc1cc(OC)cc(C(=O)N2CCC(N3CCN(c4ccccc4)CC3)CC2)c1	5	10	29	6	-3	0	-58	-4	1
COc1ccc(C(=O)n2nc(-c3ccc(Cl)cc3)nc2N)cc1OC	0	-12	4	-6	-2	-8	-19	-29	1
COc1ccc(/C=C(\NC(=O)c2cccs2)C(=O)N2CCOCC2)cc1OC	3	-10	14	4	-18	-3	-6	5	-3
COC(=O)c1cc(OC)c(OC)cc1NC(=O)CSc1nnc(-c2cccnc2)n1C	1	-9	0	-5	-5	-9	5	3	0

Continuation:
SMILES	Apaf1 inhib	SENP6 block	SENP8 block-1	SENP7 block	HKDC1 inh	SENP8 block-2	NLRP3 yeast inh	PfGluPho inh	SENP1 FRET inh
COc1cc(CNC2CCCCCC2)cc(OC)c1OC	-22	3	8	1	-12	0	-8	-12	1
COc1ccc(CN2CCNC(=O)C2CC(=O)N2CCc3ccccc3C2)c(OC)c1 (stereo unspecified)	8	-16	14	4	3	-1	12	-6	-2
Cc1ccc(-c2nc(-c3ccncc3)no2)c(Cl)c1	8	71*	4	89*	-5	75*	30	-6	-1
COc1cccc(C(=O)c2sc(NC(C)C)nc2N)c1	6	-14	16	5	-2	-2	18	-8	-8
Cc1ccc(C(=O)NC2CC(C)(C)NC(C)(C)C2)cc1S(=O)(=O)N1CCOCC1	.	.	0	.	-6	.	.	-2	1
COc1cc(/C=C/C(=O)O)cc(S(=O)(=O)Nc2ccc3c(c2)OCO3)c1OC	0	8	8	-2	7	-2	13	8	2
O=C(NCc1nc2ccccc2[nH]1)c1ccc(S(=O)(=O)N2CCCC2)cc1	-6	20	-49	4	3	0	3	-11	-13
COc1ccccc1OCCC(=O)OCC(=O)Nc1ccc(Br)cc1F	-1	2	18	0	-5	5	1	15	3
O=C(CNC(=O)c1ccc(Br)o1)OCc1ccc(Br)cc1	0	-17	7	-3	1	4	4	-2	1
CC1CC(C)CN(C(=O)Cn2c(=O)n(CCCCC(=O)NCc3ccco3)c(=O)c3ccccc32)C1 (stereo unspecified)	7	-22	13	-14	-2	-1	-2	3	2
CCCCCN1CC(=O)N2[C@@H](Cc3c([nH]c4ccccc34)C2(C)C)C1=O	10	-8	7	13	0	4	30	0	-1
CCOC(=O)c1c(C)nc(-c2ccccc2)nc1NC(C)=O	0	-13	-92	5	0	4	10	-17	0
